CHRM1 agonist: human M1 muscarinic receptor agonism | CHO-K1 hM1, Fluo-8 calcium fluorescence, agonist mode; 0% DMSO, 100% acetylcholine EC100 | P11229 | activation, % at 3 µM | AID 588814 | hit rate 0.33% among 360,000;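 active = activation above the run's mean compound activation plus 3 SD, cut at about 16% in these data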;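 also: peak over basal fluorescence ratio within a 140 s kinetic read after compound addition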
Target sequence (P11229 whole entry, looked up): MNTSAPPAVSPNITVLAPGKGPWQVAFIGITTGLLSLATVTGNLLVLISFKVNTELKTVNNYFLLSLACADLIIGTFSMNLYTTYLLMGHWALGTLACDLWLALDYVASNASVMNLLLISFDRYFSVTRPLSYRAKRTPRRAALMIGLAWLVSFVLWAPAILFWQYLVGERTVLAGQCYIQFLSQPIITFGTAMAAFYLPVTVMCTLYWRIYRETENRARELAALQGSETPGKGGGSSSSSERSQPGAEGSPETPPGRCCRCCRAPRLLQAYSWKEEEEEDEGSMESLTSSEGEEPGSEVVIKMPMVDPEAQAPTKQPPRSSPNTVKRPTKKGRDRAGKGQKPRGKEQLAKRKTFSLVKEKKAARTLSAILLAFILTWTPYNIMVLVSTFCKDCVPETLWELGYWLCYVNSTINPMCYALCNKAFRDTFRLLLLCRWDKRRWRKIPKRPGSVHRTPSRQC
CHO-K1 Ca antag: nonselective inhibitor or artifact in parental CHO-K1 cells. ATP-induced calcium, Fluo-8 fluorescence. inhibition, % at 3 µM. hit rate 0.6% among 360,000. AID 602250;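 active = inhibition above a per-plate cutoff, the plate's mean sample inhibition plus 3 SD, cut at about 24% in these data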;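 also: 0% = DMSO plus EC80 ATP and 100% = DMSO alone without ATP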
CHO parental Ca: signal in parental CHO cells, OX1R antagonist counter-screen; parental CHO-K1, ATP-induced calcium, Fluo-8 fluorescence; inhibition, % at 5.6 µM; hit rate 0.63% among 330,000;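 active = inhibition above that plate's mean sample inhibition plus 3 SD, cut at about 26% in these data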;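 also: 0% = ATP-challenged DMSO wells and 100% = DMSO wells without ATP; some compounds past the cut are filed as inactive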
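Test system: untransfected parental CHO cell line; also added: ATP stimulus; dosing: 5.6 µM, single dose; signal: calcium-sensitive Fluo-8 fluorescence; measure: percent inhibition of ATP-evoked calcium rise, normalized to controls; benchmarks: low control ATP plus DMSO, high control DMSO only; replication: one well per compound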
CHRM1 PAM: positive allosteric modulators of human M1 muscarinic receptor. CHO-K1 hM1, Fluo-8 calcium fluorescence, ACh EC20; 0% = ACh EC20, 100% = maximal ACh. hit rate 0.088% among 360,000. activation, % at 3 µM. P11229; in the data active = activation above about 19%, passing the limit was not always enough
CHRM1 antagonist: antagonists of human M1 muscarinic receptor. inhibition, % at 3 µM. hit rate 1.3% among 360,000. CHO-K1 hM1, Fluo-8 calcium fluorescence, ACh EC80 antagonist. P11229;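 active = percent inhibition above its own plate's cutoff, namely the mean of that plate's compound wells plus 3 SD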;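 also: peak over basal fluorescence ratio during 140 s after agonist addition; 0% = ACh EC80 plus DMSO and 100% = DMSO alone without agonist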
CHRM4 agonist: agonists of human muscarinic M4 receptor (CHRM4). hit rate 0.14% among 360,000. AID 624127. activation, % at 3 µM. P08173. CHO-K1 hM4/Gqi5, Fluo-8 calcium fluorescence; vehicle 0%, full acetylcholine response 100%;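 active = activation above the run mean over all test wells plus 3 SD, cut at about 32% in these data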;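 also: peak over basal fluorescence ratio per well then scaled between controls; 0% = DMSO wells and 100% = acetylcholine at EC100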
OXTR potentiator: human OXTR potentiation; P30559; CHO-OTR cells, Fluo-8 calcium fluorescence, potentiator mode; 0% = oxytocin EC15, 100% = EC100; activation, % at 3 µM; hit rate 0.061% among 320,000;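 active = activation above that plate's cutoff, the mean activation of tested compounds plus 3 SD, cut at about 6.6% in these data, passing the limit was not always enough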;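 also: 100% uses oxytocin at 75 nM as the full agonist control; some results filed as inactive read as strong as hits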
Target sequence (P30559 whole entry, looked up): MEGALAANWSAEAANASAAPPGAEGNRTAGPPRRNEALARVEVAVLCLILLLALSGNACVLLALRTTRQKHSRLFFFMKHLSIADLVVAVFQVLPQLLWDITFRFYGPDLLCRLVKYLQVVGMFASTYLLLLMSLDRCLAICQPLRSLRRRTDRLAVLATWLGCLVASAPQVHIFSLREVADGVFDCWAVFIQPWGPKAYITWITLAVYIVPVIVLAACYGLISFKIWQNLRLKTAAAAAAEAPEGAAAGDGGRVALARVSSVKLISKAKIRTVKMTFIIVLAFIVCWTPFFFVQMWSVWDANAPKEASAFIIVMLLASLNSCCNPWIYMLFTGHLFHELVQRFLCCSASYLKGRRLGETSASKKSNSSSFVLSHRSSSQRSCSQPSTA
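Material: CHO-OTR cells, human receptor; compound dosing: single dose, 3.0 µM nominal final compound concentration; schedule: 6 min compound pre-incubation at room temperature, 100 s kinetic read; measured by: kinetic Fluo-8 calcium fluorescence; read-out basis: % activation vs EC15 and EC100 oxytocin; controls: EC15 oxytocin alone as 0%, 75 nM oxytocin as 100%; replicates: singlicate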
CHO-K1 Ca ag: nonselective activator or artifact in parental CHO-K1 cells | Fluo-8 calcium fluorescence; scaled to maximal ATP response, vehicle zero | activation, % at 3 µM | hit rate 0.48% among 360,000 | AID 602248; in the data active = activation above about 15%;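 also: untransfected CHO-K1 host cells lacking M1 receptor as counterscreen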
M4 antag: CHRM4 antagonism in calcium assay; inhibition, % at 3 µM; CHO-hM4 cells, ACh EC80, Fluo-8 calcium fluorescence; AID 624125; hit rate 0.73% among 360,000;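 active = inhibition above its plate's cutoff, the mean inhibition of sample wells plus 3 SD, cut at about 27% in these data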;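 also: 0% = acetylcholine EC80 with DMSO and 100% = DMSO without agonist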
The depositor's hits bear a star; x = not tested or not shown.

SMILES	CHRM1 agonist	CHO-K1 Ca antag	CHO parental Ca	CHRM1 PAM	CHRM1 antagonist	CHRM4 agonist	OXTR potentiator	CHO-K1 Ca ag	M4 antag
COc1cccc(C(=O)Nc2ccc(N3CCN(S(C)(=O)=O)CC3)cc2)c1	-2	-5	5	-2	-2	6	-7	1.7	7
S=C(NCc1ccccc1Cl)NC1CCCC1	-11	5	-6	8	-5	3	-4	2.3	-12
CC(CC(=O)OCC(=O)NCc1ccc(Cl)cc1)c1ccccc1 (stereo not given)	-5	-22	-18	8	-11	-1	-5	0.4	1
N#CC(CC(=O)OCc1ccccc1)NC(=O)OCc1ccccc1 (stereo not given)	-8	0	x	-1	-4	2	x	0.5	-4
CC1=N/C(=C/c2ccc([N+](=O)[O-])cc2)C(=O)N1c1ccc(Cl)cc1Cl	0	-19	-8	-4	-3	2	-6	0.5	-18
O=C(Nc1ccc2c(c1)OCO2)C1CCCCN1S(=O)(=O)c1ccccc1 (stereo not given)	-2	-8	14	0	1	6	-12	4.4	-4
COC(=O)c1cccc(NC(=O)c2ccco2)c1	-2	7	-20	8	-4	1	8	0.6	1
O=C(CCC1CC(=O)Nc2ccccc21)NCc1ccccc1 (stereo not given)	-4	-24	-2	11	-6	2	-5	1.0	4
CCN(CC)CCCN1CC(O)=C(c2nc3ccccc3s2)C1=N	-5	-6	-13	4	-8	1	-8	0.1	-8
CCOC(=O)N1CCN(C(=O)c2ccc3c(SCC(=O)O)c4c(nc3c2)CCCC4)CC1	2	7	-6	14	-15	-1	1	-0.4	-1
N=C(N)c1ccc(N)cc1	1	-4	3	-4	-17	1	-4	0.6	0
CC(=O)c1c(C)[nH]c(C(=O)CN2CCN(S(=O)(=O)c3ccc(C(C)C)cc3)CC2)c1C	1	-7	-17	-19	25	6	-11	5.9	3
O=c1c2[nH]c3ccc(Br)cc3c2ncn1CCCn1ccnc1	-5	5	-25	1	2	1	2	-0.2	10
COc1ccc(CCN2C(=O)COc3ccccc3C2C(=O)NC(C)(C)C)cc1OC (stereo not given)	x	-4	x	x	x	5	x	1.4	-10
Cc1nc(C)n(CC(=O)N2CCCC(C(=O)c3cccc4ccccc34)C2)n1 (stereo not given)	-9	-5	-22	0	-5	2	-2	0.0	2
Nc1cc(=O)[nH]c(SCCSc2ccccc2)n1	1	7	27	-2	3	1	-6	1.7	1
Cc1ccc(SCCC(=O)N(C)C)cc1	-5	-14	-4	-4	4	0	0	0.5	-4
O=C(NCCc1ccccc1)C1=COCCO1	-2	0	7	2	-7	0	1	0.5	-3
C[C@H]1CN([C@@H](C)CO)C(=O)CCCn2nncc2CO[C@H]1CN(C)S(=O)(=O)c1ccccc1F	-4	-12	x	9	-11	0	x	0.5	-2
COCc1nc2ccccc2n1CCCOc1ccccc1	-6	-18	-24	6	-16	2	-6	0.9	-1
C=CCC(C#Cc1ccc(C)cc1)N(CC)CC (stereo not given)	2	-5	1	-5	-27	1	-10	0.4	-6
O=C(Nc1ccc(F)cc1F)c1ccccc1NC(=O)C1CC=CCC1C(=O)O (stereo not given)	2	-4	-1	13	-13	1	-5	1.6	-2
CCCn1nnnc1COc1ccc(C(N)=O)cc1	-5	-3	-17	2	-6	1	-11	1.2	-6
Cc1cc(C(=O)N[C@H](c2ccccc2)[C@@]2(C)C[C@@H]2[C@@H](C)C(=O)Nc2ccc3ccccc3c2)no1	1	-10	-11	-4	7	13	-15	1.2	4

Looked up above.
In CHRM1 antagonist, O=c1c2[nH]c3ccc(Br)cc3c2ncn1CCCn1ccnc1 has 2
In CHRM1 PAM, O=C(Nc1ccc(F)cc1F)c1ccccc1NC(=O)C1CC=CCC1C(=O)O (stereo not given) has 13
In CHRM1 PAM, C[C@H]1CN([C@@H](C)CO)C(=O)CCCn2nncc2CO[C@H]1CN(C)S(=O)(=O)c1ccccc1F has 9
In CHRM1 PAM, C=CCC(C#Cc1ccc(C)cc1)N(CC)CC (stereo not given) has -5
In CHRM4 agonist, O=C(NCCc1ccccc1)C1=COCCO1 has 0
In M4 antag, Cc1cc(C(=O)N[C@H](c2ccccc2)[C@@]2(C)C[C@@H]2[C@@H](C)C(=O)Nc2ccc3ccccc3c2)no1 has 4

Other entries:
SMILES	CHRM1 agonist	CHO-K1 Ca antag	CHO parental Ca	CHRM1 PAM	CHRM1 antagonist	CHRM4 agonist	OXTR potentiator	CHO-K1 Ca ag	M4 antag
CN(C)c1ccc(N=Nc2ccc(S(=O)(=O)O)cc2)c2ccccc12	-12	19	-7	-5	4	0	0	-0.7	3
O=C(CSc1nnc(-c2ccccc2F)o1)NC1CC1	-2	-5	-14	3	2	2	-4	0.7	-8
O=C(COC(=O)COc1ccccc1Cl)Nc1ccccc1OC(F)F	-2	-8	9	4	-8	5	-13	1.4	-16
Cc1nn2c(=O)cc(COC(=O)c3ccc(S(=O)(=O)N4CCCCC4)cc3)nc2s1	-4	-7	-1	-1	2	1	-2	1.0	10
Cc1ccc(C)c2c1cc(C)c1nnc(SCc3ccccn3)n12	-7	-4	-14	14	-8	1	0	0.8	3
Cc1ccc(NC(=O)c2ccc([N+](=O)[O-])s2)cc1S(=O)(=O)N1CCOCC1	0	1	7	-14	17	25	-10	13	3
O=C(O)c1ccccc1NCc1ccsc1	-4	-9	x	-1	-1	0	x	0.7	3
OC(c1ccccc1)c1ncc(-c2cccc(OCc3ccccc3)c2)[nH]1 (stereo not given)	-1	-9	x	-9	12	7	x	1.3	-17
CCOC(=O)CC1=CC(C)(CC(=O)OCC)C(C#N)(C#N)C(N)=C1C#N (stereo not given)	-3	-9	-16	-1	-16	4	-1	3.5	-4
Cc1ccc(S(=O)(=O)N2CCCCC2)cc1NC(=O)Cn1cnc2c1c(=O)n(C)c(=O)n2C	-7	-11	x	7	-13	1	x	1.8	-3
O=C1CN(C(=O)COc2ccc(Br)cc2)c2ccccc2N1	-10	-9	-10	8	-7	1	-12	1.2	-2
CCN(CC)CCCn1c(=S)[nH]c2cc(OC)c(OC)cc2c1=O	-13	11	-10	2	-3	-1	-4	-0.9	6
COc1ccc(C(=O)NC(C)c2ccc(-n3ccnc3)cc2)c(OC)c1 (stereo not given)	-4	-22	-17	4	-9	2	-4	2.1	-10
COc1cccc(C(c2c(C)[nH]n(-c3ccccc3)c2=O)c2c(C)[nH]n(-c3ccccc3)c2=O)c1OC	4	2	-6	2	4	10	-7	2.0	7
Cc1ccc(/C=C(\NC(=O)c2ccccc2)C(=O)NCCN2CCOCC2)o1	-3	24*	1	2	-12	0	-3	-0.7	-1
Cc1cc(C)n(-c2nc(-c3cccc(Cl)c3)cs2)n1	-3	-4	-26	2	-9	-1	-12	-0.1	5
CCCCn1c(N)c(N(CC(C)C)C(=O)C2CC(=O)N(c3ccc(CC)cc3)C2)c(=O)[nH]c1=O (stereo not given)	0	11	-17	4	-7	0	-4	0.3	-6
O=C(Nc1ccc(NC(=O)C2CCCCC2)nc1)c1ccco1	-3	-9	-28	4	-5	2	-7	1.0	-4
COc1ccc(S(=O)(=O)N2CCCC(C(=O)NC3CC3)C2)cc1OC (stereo not given)	-1	-4	-2	3	-9	0	3	0.0	5
CSc1nc2nccc(-c3ccc(Cl)cc3)n2n1	1	7	-6	8	6	0	-9	-0.4	3
O=C(OCc1cc2ccccc2[nH]c1=O)c1ccco1	-3	-8	-12	-1	1	1	10	2.4	-3
COc1ccccc1NC(=O)Cc1nnc(SCC(=O)c2ccccc2)n1C	-4	-18	1	7	-8	3	-8	1.8	3
COc1ccc(/C=C2/SC(=S)N(CCCC(=O)N3CCN(C)CC3)C2=O)cc1	-1	0	5	-4	9	12	-15	10	-3
O=C(CC(O)c1ccccc1)Nc1ccccn1 (stereo not given)	-1	-8	x	6	-8	1	x	0.8	-2
Cc1sc2ncn(CC(=O)N3CCN(c4ccccc4F)CC3)c(=O)c2c1S(=O)(=O)N1CCOCC1	0	2	-1	16	-11	2	8	0.7	-11
CC(C)OP(=O)(OC(C)C)C(Nc1ccccc1)c1cccc2c1OCO2 (stereo not given)	-6	10	-22	-4	-1	7	2	2.8	-1
COCCNC(=O)CN(C(=O)CCC(=O)Nc1cc(C)on1)c1cccc(C)c1C	0	-6	5	5	-8	0	-16	0.2	-7
NC(=O)c1cccnc1Oc1ccc(Cl)cc1	-5	-12	6	7	-2	1	-7	0.9	-1
Cc1ccc(C)c(COC(=O)c2cc([N+](=O)[O-])ccc2N2CCOCC2)c1	-3	-18	-18	3	-5	-1	-8	1.4	-5
Cc1ccc(OCc2ccc(C(=O)Nc3nccs3)o2)cc1	-2	14	-4	3	4	2	-4	0.7	12
CN(c1cccc(NC(=O)CN(c2cccc(Cl)c2)S(=O)(=O)c2ccccc2)c1)S(C)(=O)=O	-6	-2	6	4	2	8	-8	4.8	-2
Cc1ccc(-n2[nH]c(C)c(/C=N/NC(=O)c3ccc([N+](=O)[O-])cc3)c2=O)c(C)c1	-7	1	-6	3	-2	1	-9	-0.4	-13
CCOC(=O)CN1C2=NCCN2c2ccccc21	-6	-8	7	-2	3	0	-10	0.4	4
O=C(O)C1CC=CCC1C(=O)N1CC=C(c2ccccc2)CC1 (stereo not given)	-14	-10	-18	0	-2	1	-14	-0.6	-16
O=C(O)COCC(=O)Nc1ccc2c(c1)ncn2CCc1ccccc1	0	3	2	5	-1	0	-9	-0.3	2
COC(=O)CSc1ncnc2scc(-c3ccccc3)c12	-6	-15	-16	1	-9	-1	-11	0.1	-1

2 compounds from above with just CHRM1 agonist, CHO parental Ca and OXTR potentiator:
canonical_smiles | CHRM1 agonist | CHO parental Ca | OXTR potentiator
COC(=O)CSc1ncnc2scc(-c3ccccc3)c12 | -6 | -16 | -11
O=C(O)COCC(=O)Nc1ccc2c(c1)ncn2CCc1ccccc1 | 0 | 2 | -9

(more compounds)
SMILES	CHRM1 agonist	CHO-K1 Ca antag	CHO parental Ca	CHRM1 PAM	CHRM1 antagonist	CHRM4 agonist	OXTR potentiator	CHO-K1 Ca ag	M4 antag
Cc1occc1C(=O)Nc1ccccc1C#N	-1	-10	14	22	-12	0	-7	0.6	-17
CC(CCc1ccccc1)NC(=O)COC(=O)c1ccccc1O (stereo not given)	2	-9	-8	4	-11	0	-2	16*	-4
O=C(Nc1ccccc1)OCc1cn(-c2ccc(Cl)cc2)nn1	-5	-2	24	1	-3	-1	1	0.3	14
CCS(=O)(=O)C1=NSC2=NC(=O)/C(=C\c3ccc(OC(=O)c4ccco4)cc3)C(=N)N21	-2	-22	0	6	-4	1	-6	-0.3	-7
CCc1nc2c(OCC(=O)N(C)C)cccn2c1N(C=O)Cc1ccc(OC)cc1	-2	16	x	3	-6	0	x	0.2	-5
O=[N+]([O-])c1ccc(N2CCCC2)c([N+](=O)[O-])c1	-7	-8	x	5	-7	1	x	0.8	-3
Cc1ccc(-n2ccnc2SCC(=O)c2c(N)n(C3CC3)c(=O)[nH]c2=O)cc1C	-4	-11	1	2	0	1	-3	0.8	4
CCCCC[C@H](C)N1C[C@@H](COCc2ccccc2)Oc2cc(N3CCC[C@H]3C(N)=O)ccc2S1(=O)=O	x	-3	x	x	x	0	x	0.4	-15
COc1ccc(N2CCN(C(CNS(=O)(=O)c3ccccc3)c3ccccc3)CC2)cc1 (stereo not given)	-3	-8	-35	2	-2	2	5	0.3	-16

Compound activity deposited in PubChem BioAssay by The Scripps Research Institute Molecular Screening Center.
